CHT block = human CHT choline transport inhibition. CHT-expressing cells, membrane potential dye, choline response; hits give low values. B-score at 10 µM. 0.86% of 310,000 active;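 active = B-score over 3 SD under the library average, and starting fluorescence ratio not unusually high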;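 note: choline stimulus applied at its EC90 after an EC20 pre-addition; B-score computed on integrated fluorescence ratio after choline addition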
Target sequence (Q9GZV3 whole entry, looked up): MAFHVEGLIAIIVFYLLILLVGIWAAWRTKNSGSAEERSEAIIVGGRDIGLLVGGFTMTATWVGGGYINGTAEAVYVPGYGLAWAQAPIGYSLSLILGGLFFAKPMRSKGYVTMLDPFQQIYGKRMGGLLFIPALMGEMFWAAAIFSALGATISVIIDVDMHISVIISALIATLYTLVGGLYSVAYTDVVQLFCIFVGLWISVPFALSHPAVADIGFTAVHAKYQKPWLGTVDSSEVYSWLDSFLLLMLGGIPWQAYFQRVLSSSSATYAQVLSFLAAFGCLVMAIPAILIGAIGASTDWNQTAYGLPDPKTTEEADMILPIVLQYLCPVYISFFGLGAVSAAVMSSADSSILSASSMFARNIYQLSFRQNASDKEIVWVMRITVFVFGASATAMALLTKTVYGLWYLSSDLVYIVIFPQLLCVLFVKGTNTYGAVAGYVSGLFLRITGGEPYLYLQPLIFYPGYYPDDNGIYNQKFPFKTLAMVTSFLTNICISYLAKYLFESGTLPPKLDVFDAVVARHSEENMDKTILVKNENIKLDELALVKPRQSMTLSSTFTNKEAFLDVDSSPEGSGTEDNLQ
CHT allo act = allosterically activates the human high affinity choline transporter; Q9GZV3; CHT-expressing cells, membrane potential dye, choline EC20; hits give high values; LV-AA mutant CHT in HEK293 cells; B-score at 10 µM; 0.49% of 310,000 active; AID 488977;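 active = initial fluorescence not abnormally high and integrated response B-score, plate-corrected, over 3 SD above library mean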
An asterisk follows results filed as active; i = inactive.

smiles,CHT block,CHT allo act
O=C(/C=C/c1ccccc1)NC(=S)NNC(=O)Cc1cccs1,i,i
Cc1ccc(S(=O)(=O)N2CCC(C(=O)N3CC(C)OC(C)C3)CC2)cc1 (stereo unspecified),i,i
COc1ccc(/C=N/NC(=S)NC2CCS(=O)(=O)C2)cc1OC (stereo unspecified),i,i
NC(=O)c1ccsc1NC(=O)c1coc2ccccc2c1=O,i,i
Cc1cc(C)c(C(=O)N2CCCC(N3CCN(c4cccc(C(F)(F)F)c4)CC3)C2)o1 (stereo unspecified),i,i
CCN(CC)CC(=O)Nc1sc(C)cc1C(=O)c1ccccc1,i,i
CCOc1cccc(C(=O)Nc2ccc(NC(=O)c3cc4ccccc4o3)c(OC)c2)c1,i,i
Cc1cnc(NC(=O)CSc2nnc(-c3ccccc3)n2Cc2ccccc2)s1,i,i
Cc1c(NC(=S)NC(=O)C(C)(C)C)c(=O)n(-c2ccccc2)n1C,i,i
O=C(CNS(=O)(=O)c1ccccc1)NCc1ccccn1,i,i

Later entries:
smiles,CHT block,CHT allo act
Cc1sc2ncn(CC(=O)N3CCC(C(N)=O)CC3)c(=O)c2c1S(=O)(=O)N1CCOCC1,i,i
CCCN1C(=O)/C(=C2/C=Cc3ccccc3N2CC)SC1=S,i,i
Cc1cc(C)cc(N(CC(=O)NC2CCCCCC2)S(=O)(=O)c2c(C)[nH]c(=O)[nH]c2=O)c1,i,i
COc1ccc(CCNC(=O)c2n[nH]c(=O)c3ccccc23)cc1,i,i
Cc1cccc(NC(=O)c2ccccc2C(=O)Nc2cccc(C)c2)c1,i,i
Cc1oc(-c2ccccc2F)nc1CN1CCC(C(=O)NCCC2=CCCCC2)CC1,i,i
COCCNCC#CCOc1ccc(OC)cc1,i,i
CC(=O)Nc1nc2ccc(S(=O)(=O)N3CCCC3)cc2s1,i,i
O=C(CN1C(=O)CCC1=O)Nc1ccc(Br)cc1,i,i
CC(=O)c1c(C)[nH]c(C(=O)OCc2cccc(Cl)c2)c1C,i,i

One compound at a time, from the list above. Screens in order: CHT block | CHT allo act
Cc1cccc(NC(=O)c2ccccc2C(=O)Nc2cccc(C)c2)c1 reads i | i
CC(=O)c1c(C)[nH]c(C(=O)OCc2cccc(Cl)c2)c1C reads i | i

Other records:
smiles,CHT block,CHT allo act
CCOc1ccccc1NS(=O)(=O)c1cccs1,i,i
Cc1cnc(C(=O)Nc2ccccc2-n2cccc2)cn1,i,i
Cn1ncc(Cl)c1C(=O)N1CCN(c2ncccn2)CC1,i,i
CCN(CC)C1CCCCC1NS(=O)(=O)c1ccc(Cl)cc1 (stereo unspecified),i,i
O=C(CCSc1nnc(-c2ccncc2)o1)Nc1ccc(Cl)cc1,i,i
O=C(CCC(=O)c1ccc(F)cc1)OC1CCOC1=O (stereo unspecified),i,i
Cc1cccc(C)c1NC(=O)NC1(C(=O)N2CCCCC2)CCCCC1,i,i
O=C(NCc1ccccn1)Nc1ccc(Cl)c(Cl)c1,i,i
CCNC(=S)N/N=C(\C)c1cccc(OC)c1,i,i
Cc1nnc(NC(=O)Cn2nc(C)c3ccccc3c2=O)s1,i,i

Additional compounds follow:
smiles,CHT block,CHT allo act
CCCc1ccc(-c2cc(NC(=O)CSc3nnc(N)s3)n(-c3ccccc3)n2)cc1,i,i
Cc1ccc(C(=O)Nc2ccccc2C(=O)NC2CCCCC2)cc1S(=O)(=O)N1CCOCC1,i,i
COc1ccccc1NC(=O)CSc1ccc2nnc(-c3ccncc3)n2n1,i,i
O=C(CC(c1ccccc1)c1ccccc1)Nc1ccc(Cl)cn1,i,i
CCN1CCN(Cc2ccc(NC(=O)c3ccc(C)c(NC(=O)c4csc(-c5ccncc5)n4)c3)cc2C(F)(F)F)CC1,i,i
NS(=O)(=O)c1ccc(CNC(=O)C(c2ccccc2)c2ccccc2)cc1,i,i
COc1ccc(CN2CCNC(=O)C2CC(=O)N(C)Cc2nccs2)cc1OC (stereo unspecified),i,i
NCCCC[C@H]1CN=C(N)N1CCC12CC3CC(CC(C3)C1)C2,i,8.5*
O=[N+]([O-])c1ccc(-c2cnc(NO)nc2)cc1,i,i
CCCCn1c(SCC(=O)Nc2nnc(C)s2)nc2c1c(=O)n(C)c(=O)n2C,i,i

(cont.)
smiles,CHT block,CHT allo act
COc1ccc(NC(=O)c2ccc(COc3ccccc3OC)o2)cc1OC,i,i
Cc1occc1C(=O)NCCCCNC(=O)c1ccoc1C,i,i
Cc1cc(C)nc(N2CCN(C(=O)CCC(=O)Nc3nnc(CC(C)C)s3)CC2)n1,i,i
CCOc1ccc(/C=N/N2C(C)CCCC2C)cc1OC (stereo unspecified),i,i
CCOC(=O)C(=O)NCC(c1cccs1)S(=O)(=O)c1ccc(C)cc1 (stereo unspecified),i,i
Cc1ccc(NC(=O)Nc2cc(-c3ccccc3)nn2C)cc1Cl,i,i
CC(Oc1ccccc1)C(=O)N1CCN(c2ccc(N3CCCCC3)nn2)CC1 (stereo unspecified),i,i
O=C(N/N=C/c1ccc2c(c1)OCO2)c1ccc(NS(=O)(=O)c2cccs2)cc1,i,i
Cc1nc(Cl)sc1C(=O)Nc1cccc2ccccc12,i,i
CCOCCn1c(CN2CCc3ccccc3C2)nc2c1c(=O)n(C)c(=O)n2C,i,i

Brought forward from above: two entries, followed by the next part.
smiles,CHT block,CHT allo act
Cc1nc(Cl)sc1C(=O)Nc1cccc2ccccc12,i,i
CCOCCn1c(CN2CCc3ccccc3C2)nc2c1c(=O)n(C)c(=O)n2C,i,i
Cc1ccnc2nc(C(=O)OCC(=O)N(CC(C)C)CC(C)C)nn12,i,i
NS(=O)(=O)c1ccc(-c2ccc(/C=N/Nc3ccc(C(=O)O)cc3)o2)cc1,i,i
COC(=O)C(C)Sc1ncnc2c1c(-c1ccccc1)cn2-c1ccc(OC)cc1 (stereo unspecified),i,i
CCc1ccc(OCC(=O)NC(=S)Nc2ccc(F)cc2)c(Br)c1,i,i
Nc1nonc1-n1nnc(C(=O)N/N=C/c2ccoc2)c1CSc1ccccc1,i,i
CCOC(=O)C1=C(N)N(c2cc(S(=O)(=O)N3CCOCC3)ccc2Cl)C(=O)C1,i,i
CCOc1ccccc1C(=O)Nn1c(C2CCC2)nc2ccccc2c1=O,i,i
O=C(NC1CCCC1)C(c1cccs1)N(C(=O)c1ccno1)c1ccccc1 (stereo unspecified),i,i
CCC(C)NC(=O)c1ccccc1NC(=O)CN1C(=O)c2ccccc2S1(=O)=O (stereo unspecified),i,i
CC1CCc2cc(F)ccc2N1C(=O)c1ccncc1 (stereo unspecified),i,i

Structures above that have a CF3 group, in the order listed:
smiles,CHT block,CHT allo act
Cc1cc(C)c(C(=O)N2CCCC(N3CCN(c4cccc(C(F)(F)F)c4)CC3)C2)o1 (stereo unspecified),i,i
CCN1CCN(Cc2ccc(NC(=O)c3ccc(C)c(NC(=O)c4csc(-c5ccncc5)n4)c3)cc2C(F)(F)F)CC1,i,i

(list continues)
smiles,CHT block,CHT allo act
COc1ccc(S(=O)(=O)N2CCCN(CC(=O)Nc3ccc(OC)c(Cl)c3)CC2)cc1,i,i
COc1ccc(NC(=O)c2ccc(COc3ccc(C)cc3)o2)cc1,i,i
COc1ccc(Cl)cc1N(CC(=O)NCCSc1ccccn1)S(=O)(=O)c1ccccc1,i,i
CC1Cc2ccccc2N1C(=O)c1cc2cccnc2n(C)c1=O (stereo unspecified),i,i
CCc1ccc(-c2nnn(CCC(=O)OC)n2)cc1,i,i
CC(=O)Nc1n[nH]c(S(=O)(=O)Cc2ccc(Cl)cc2Cl)n1,i,i
Cc1ccc(C)c(NC(=O)CN(C)C(=O)Cc2ccccc2)c1,i,i
O=C(Nc1cccc(C(F)(F)F)c1)c1ccc(-n2cncn2)nc1,i,i
COc1ccc(C(=O)NCC(=O)NCC2(N(C)C)CCCCC2)cc1OC,i,i
Nn1cnnc1N/N=C/c1ccc(F)cc1,i,i

The results go on.
smiles,CHT block,CHT allo act
CC[C@@H]1CC=C[C@H]2[C@H]1C(=O)N(Cc1ccccc1)[C@H]2c1ccc(C(F)(F)F)cc1,i,i
Cc1nnc(NC(=O)c2ccccc2-c2ccccc2C(=O)O)s1,i,i
CCOc1cccc(C(=O)Nc2cnn(Cc3ccccc3)c2)c1,i,i
COC(=O)c1ccc(CNC(=O)c2ccc(OCC(=O)N3CCOCC3)c(OC)c2)cc1,i,i
Cc1csc(NC(=O)c2nc(-c3ccccc3)n(-c3ccccc3)n2)n1,i,i
OCC1OC(n2cnc3ccccc32)CC1O (stereo unspecified),i,i
CCCN(CCC)CCSc1nc(O)c(C(C)C)c(=O)[nH]1,i,i
Cc1ccc(S(=O)(=O)Nc2ccc(C(=O)Nc3ccncc3)cc2)cc1,i,i
CCCn1c(O)c(N=NC(=O)CNC(=O)/C=C/c2ccc(OC)cc2)c2ccccc21,i,i
CN(C)S(=O)(=O)c1ccc(C(=O)OCC(=O)NCc2ccco2)cc1,i,i

Continuation:
smiles,CHT block,CHT allo act
COC(=O)c1ccc(C(=O)OC)c(NC(=S)N2CCCC(CO)C2)c1 (stereo unspecified),i,i
Fc1ccc(C2=CC(c3ccc(Br)o3)n3ncnc3N2)cc1 (stereo unspecified),i,i
Cn1c(=O)n(C)c2cc(NC(=O)COc3ccc(F)cc3F)ccc21,i,i
CCCc1nnc(NS(=O)(=O)c2ccc(OC)cc2)s1,i,i
NC(=O)CSc1nnc(CNc2cccc(Cl)c2)n1CCc1ccccc1,i,i
CCOC(=O)C(NC(=O)Nc1cccc(C)n1)(OCC(F)(F)F)C(F)(F)F (stereo unspecified),i,i
COCCCNC(=O)C1CCN(C(=O)c2oc3cc4sc(N(C)C)nc4cc3c2C)CC1,i,i
Cc1ccc(/C=C2/Sc3ccc(C(=O)NCc4ccccn4)cc3NC2=O)cc1,i,i
O=C(Cn1cnc2c(nnn2Cc2ccccc2F)c1=O)NCC1CCCO1 (stereo unspecified),i,i
O=C(c1ccc2c3c(cccc13)CC2)N1CCOCC1,i,i

Next part
smiles,CHT block,CHT allo act
COc1cccc(-c2ccc(SCC(=O)NC3CCCCC3)nn2)c1,i,i
Cc1cccc(-c2nc(CS(=O)CC(=O)N3CCc4ccccc4C3)c(C)o2)c1 (stereo unspecified),i,i
CC12CCC(C(=O)N3CCOCC3)([C@H](Br)C1=O)C2(C)C (stereo partly specified),i,i
O=C(NNC(=O)C12CC3CC(CC(C3)C1)C2)[C@@H]1C[C@H]1c1ccccc1,i,i
Clc1ncnc2scc(-c3ccccc3)c12,i,i
CCCC(C)NC(=O)c1ccc(OCc2ccc(Cl)cc2)c(OC)c1 (stereo unspecified),i,i
CC1(C)CC(=O)C2=C(C1)OC(N)=C(C#N)C2c1ccc(OC(=O)N2CCOCC2)cc1 (stereo unspecified),i,i
Cc1no[n+]([O-])c1COc1ccc(/C=N/n2nnnc2N)cc1,i,i
C=CCOc1c(CNc2cccc(C(=O)O)c2)cccc1OC,i,i
CC1=C(C)CC(C(=O)NCC(=O)c2ccccc2)C(C(=O)O)C1 (stereo unspecified),i,i

(list continues)
smiles,CHT block,CHT allo act
CCc1ccccc1NC(=O)c1nnn(CC(=O)Nc2cccc(C)c2)c1N,i,i
C(=N\Nc1nc(N2CCCCC2)nc(N2CCCCC2)n1)/c1c[nH]c2ccccc12,i,i
CN(C)C1=NC[C@H](Cc2ccccc2)N1CCc1cccc(F)c1,i,i
CCN1CCN(CCC(=O)Nc2ccccc2OC)CC1,i,i
Cc1noc(C)c1C(=O)N1CCN(S(=O)(=O)c2cccc(Cl)c2Cl)CC1,i,i
COc1ccc(Cl)cc1NC(=O)CSc1sc2c(O)cc(=O)[nH]c2c1C#N,i,i
Cc1ccc(S(=O)(=O)/N=C2/NC(=O)/C(=C/c3ccncc3)S2)cc1,-5.3*,i
COc1cc(C(=S)N2CCOCC2)ccc1OC(=O)Cc1ccc(F)cc1,i,i
Cc1ccc(C(=O)NNC(=O)CSc2nnc(CNc3ccc(F)cc3)n2C)cc1,i,i
Cc1ccc(S(=O)(=O)n2c(C)nc3ccccc32)cc1,i,i

Entries from the list above containing a cyano group, in the order listed:
smiles,CHT block,CHT allo act
CC1(C)CC(=O)C2=C(C1)OC(N)=C(C#N)C2c1ccc(OC(=O)N2CCOCC2)cc1 (stereo unspecified),i,i
COc1ccc(Cl)cc1NC(=O)CSc1sc2c(O)cc(=O)[nH]c2c1C#N,i,i

(listing goes on)
smiles,CHT block,CHT allo act
CC(C)COC(=O)c1ccc(N2C(=O)c3ccccc3C2=O)cc1,i,i
CC(=O)c1cc(CN2CCN(C3CCCCC3)C(CCO)C2)cs1 (stereo unspecified),i,i
CCO[C@H]1OC(C(=O)N2CCN(C)CC2)=C[C@@H](c2ccc3c(c2)OCO3)[C@@H]1CCCO,i,i
Cc1ccc(Oc2ccc(Cl)cc2NC(=O)c2cnccn2)cc1,i,i
O=C(Nc1ccccc1[N+](=O)[O-])C1COc2ccccc2O1 (stereo unspecified),i,i
COc1ccccc1CNc1nc2nc3c(c(=O)n2[nH]1)CCC3,i,i
O=C(CNCCc1ccc(Cl)cc1Cl)NCc1ccco1,i,i
Cc1occc1-c1nnc(SCC(=O)NCc2ccco2)n1CC(C)C,i,i
O=C(c1ccco1)c1nnn(Cc2ccccc2)c1-c1ccccc1,i,i
CC(=O)Nc1ccc(NC(=O)CCCc2c[nH]c3ccccc23)cc1,i,i

Carrying on:
smiles,CHT block,CHT allo act
COc1ccccc1-c1nc(C#N)c(N2CCCCCC2)o1,i,i
O=C(CCCn1cc([N+](=O)[O-])cn1)Nc1cccnc1,i,i
CCOC(=O)C1CCCN(Cc2ccc(OCC)cc2)C1 (stereo unspecified),i,i
CCC(C)N(C(=O)Cn1nnc2ccccc21)C(C(=O)NCc1ccco1)c1cccc(OC)c1 (stereo unspecified),i,i
N#C/C(N=Nc1ccccc1O)=N\Nc1ccccc1O,-11*,i

Source: PubChem BioAssay (Johns Hopkins Ion Channel Center)
